Imprint erasure: inducers of genomic imprint erasure in mouse ES cells. 0.02% of 110,000 active. mouse ES Peg3-LacZ reporter, beta-gal luminescence, 40 h. Potency, µM (top dose mostly 60.7 µM), for the others: at the highest dose activity change, positive = activation, usual class: activators;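 further: 0% = negative control wells on the plate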
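Each well holds 300 Peg3LacZ-Neo (maternal) female ES cells incubated 40 h at 37C, 5% CO2. LacZ is measured by BetaGlo luminescence, with AC50 and maximum efficacy derived from dose-response curves.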
p53ts 39C tox: kills p53ts cells at the nonpermissive temperature | 1.5% of 130,000 active | AID 902 | H1299-p53A138V viability at 39C, ATP luminescence, 24 h | Potency, µM (titrated, usually from 46.1 µM), for the others: top-dose activity change, negative = cell killing, usual class: cytotoxic; further: nearly all actives have a fitted effect of over 55% in size
p53ts 32C kill: kills p53ts cells at the permissive temperature | H1299-p53A138V at 32C, ATP luminescence viability, 24 h | AID 924 | 0.93% of 130,000 active | Potency, µM (highest dose often 46.1 µM), without a hit: at the top dose activity change, negative = cytotoxicity, most hits filed as cytotoxic;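 further: 0% = DMSO and -100% = full killing by reference compound; nearly all actives have a fitted effect of over 55% in size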
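ATP-content luminescence (ATPlite) read-out after 24 h compound exposure at 32C in H1299-p53A138V cells (600/well). Tested up to 46 uM. Normalized to DMSO (0%) and 100 uM tamoxifen (100% killing); Hill-fit AC50.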
IkB signaling: suppresses IkB signaling in ABC-DLBCL reporter cells; 0.04% of 110,000 active; Potency, µM (top dose mostly 57.1 µM), inactives show top-dose IkBa stabilization activation; ABC-DLBCL IkBa-CBG/CBR dual luciferase ratio, 4 h; response scale: scaled: untreated 0%, proteasome inhibitor 100%; active means well fitted curve in the direction sought with a large enough effect in the signal ratio, not every such curve was filed as active; inconclusive means small, poorly fitted or top-dose-only effect, or a change in a side signal; the % refers to the signal ratio;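 further: the direction sought is a rising ratio; 0% = basal untreated cells and 100% = reference inhibitor full response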
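Luminescence ratio of IκBα-fused green versus native red beetle luciferase in OCI-Ly3 cells, 4 h post-doxycycline with compound; red signal alone, scaled from basal (0%) to zero light (-100%), flagged nonspecific or cytotoxic effects.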
Numbers without * were called inactive; ? = inconclusive; . = not tested or not shown; [ ] = remark or other dose. Unless noted, the call rests on the fitted dose curve; in most records, active means well fitted curve in the direction sought with a large enough effect; inconclusive means small, poorly fitted or top-dose-only effect, or another doubt; inactive means no such curve, though single readings can be large; an effect the other way counts as inactive or inconclusive. Unless noted, on the % scale 0 is the no-effect control and ±100 the full control effect; potency means the concentration at half of the fitted maximal effect.

1	CCN1C(=O)C2(C(C#N)=C(N)Oc3cc(C)oc(=O)c32)c2ccccc21 (stereo unspecified)
2	CCOCCCNC(=O)CCCn1nc(C)n2c(cc3sccc32)c1=O
3	CCOC(=O)C1CCN(C(=O)C2CCN(S(=O)(=O)c3cc(Cl)ccc3Cl)CC2)CC1
4	COCCNC(=O)CSc1c(C)cnc2c1c(=O)n(C)c(=O)n2C
5	C=CCN(CC=C)C(=O)C1CC(=O)N(c2ccc(Br)cc2)C1 (stereo unspecified)
6	CC(=O)N1c2nc(-c3ccco3)nn2C2(CCCCC2)[C@@H]2CCCC[C@@H]21
7	CC(C)(C)NS(=O)(=O)c1ccc(OCC(=O)Nc2ccc3c(c2)OCCO3)cc1
8	CN(C)S(=O)(=O)c1cccc2nsnc12
Compound,1,2,3,4,5,6,7,8
Imprint erasure,-3.3%,-3.0%,-17.8%,-7.8%[10.9 µM],-11.3%,-4.8%[10.9 µM],-7.7%,-6.1%
p53ts 39C tox,8.9%,4.0%,-13.1%,-0.8%,11.7%,-13.0%,-10.1%,0.1%
p53ts 32C kill,4.6%,7.8%,7.3%,-2.6%,-1.3%,12.5%,-3.9%,4.4%
IkB signaling,1.5%,-2.2%,?,1.2%,2.2%,0.5%,-0.3%,-0.7%

9	CC1CCCC(C)N1CC(O)COc1ccc(Cl)cc1 (stereo unspecified)
10	CN(Cc1ccccc1)c1ncnc2onc(-c3ccc(F)cc3)c12
11	CCCNC(=O)CN1C(=O)CSc2ccc(S(=O)(=O)N3CCC(C)CC3)cc21
12	CC(=O)N1CCC(C(=O)Nc2nc(-c3ccccc3)ns2)CC1
13	COC(=O)N1[C@H](Cc2ccccc2)C=C[C@]1(C)C(=O)O
14	CCOC(=O)C1CCN(C(=O)c2ccco2)CC1
15	Cn1c(Cn2c(=O)sc3ccccc32)nnc1SCC(=O)N1CCCC1
16	CC(C)C(=O)Nc1ccc2c(c1)C(=O)N(CCC(=O)O)C2=O
Compound,9,10,11,12,13,14,15,16
Imprint erasure,-18.2%,16.6%[10.9 µM],-4.5%[10.9 µM],-24.8%,-8.1%,-10.8%,3.6%,-2.8%
p53ts 39C tox,-9.2%,-24.8%,1.8%,2.6%,1.6%,-13.8%,-1.0%,-11.4%
p53ts 32C kill,-5.7%,-5.1%,5.0%,?,4.2%,0.9%,7.7%,-1.1%
IkB signaling,-0.3%,?,?,?,.,-0.3%,-0.4%,1.6%

17	Cc1cccc(Oc2ccc(NC(=O)CCC(=O)OCC(=O)c3ccc(Br)cc3)cc2)c1C
18	CCOC(=O)c1cc(-c2ccc(OC)cc2)n(CCC(=O)NC2CCCCC2)c1C
19	Cn1c(CNC(=O)CSc2n[nH]c(-c3ccccc3Cl)n2)nc2ccccc21
20	COc1ccc(-c2cn3cccnc3n2)cc1NC(=O)c1ccc(Br)o1
21	CCn1c(N)c(C(=O)NCC2CCCO2)sc1=S (stereo unspecified)
22	CC1=NC(C(F)(F)F)(C(F)(F)F)C2=C(CC(C)(C)CC2=O)N1Cc1ccco1
23	COc1ccc(NC(=O)c2ccco2)cc1NC(=O)COc1ccc(Cl)cc1C
24	Cc1nnc(SCc2nc3ccccc3s2)n1-c1ccccc1
Compound,17,18,19,20,21,22,23,24
Imprint erasure,-11.1%[10.9 µM],-14.7%[10.9 µM],21.1%[10.9 µM],-8.3%,-8.3%,-11.5%,-19.6%[10.9 µM],-18.9%
p53ts 39C tox,7.8%,8.2%,-25.7%,1.2%,-4.3%,6.6%,-25.2%,-10.2%
p53ts 32C kill,4.5%,0.7%,-23.4%,-0.7%,2.7%,10.2%,?,-4.9%
IkB signaling,1.4%,-1.3%,-0.1%,-1.3%,-1.1%,2.3%,-6.3%,?

25	O=S(=O)(c1ccc(OCC(O)CNCc2ccco2)c(Cl)c1)N1CCOCC1 (stereo unspecified)
26	Cc1cc(C)c(CSc2nnc(C)n3c2cc2occc23)c(C)c1
27	COc1ccc(N2CC(NC(=O)c3ccc4c(c3)OCO4)CC2=O)cc1 (stereo unspecified)
28	COc1ccc(NC(=O)CN(c2cc(C)cc(C)c2)S(=O)(=O)c2c(C)noc2C)cc1Cl
29	Cc1ccccc1NC(=O)C1CCCN(S(=O)(=O)c2c(C)noc2C)C1 (stereo unspecified)
30	COc1ccc(-c2nnc(SCC(=O)N3CCCCC3)o2)cc1OC
31	COC(=O)CSc1nnc(CNS(=O)(=O)c2ccc(C)cc2)n1C
32	Cc1ccc2oc(-c3ccc(C)c(NC(=O)c4ccc(C(C)(C)C)cc4)c3)nc2c1
Compound,25,26,27,28,29,30,31,32
Imprint erasure,-20.8%,-10.7%[10.9 µM],10.3%[10.9 µM],-6.1%[10.9 µM],-4.0%,-15.6%,-0.7%,12.9%[10.9 µM]
p53ts 39C tox,0.1%,20µM*,47.5%[activator],-9.1%,8.3%,-28.3%,-5.7%,16.1%
p53ts 32C kill,-0.6%,-19.8%,-5.4%,-20.2%,-2.8%,-7.0%,2.8%,3.3%
IkB signaling,0.1%,-1.2%,3.8%,?,-1.0%,-1.2%,-1.0%,?

33	c1ccc(-n2cnc3cc(NCc4ccccn4)ccc32)cc1
34	Cn1c(CCN2CCCCC2)nc2cc(NS(=O)(=O)c3ccc(Cl)cc3)ccc21
35	O=C(CSc1nc2ccccc2c(=O)n1C1CC1)NCc1ccccc1
36	Cc1c(Cl)cccc1NC(=O)Cn1c(=O)cc(C)c2c(C)nn(-c3cccc(F)c3)c21
37	COc1ccc(-c2nc3n(n2)C(c2ccccc2F)C(C(=O)Nc2cccnc2)=C(C)N3)cc1OC (stereo unspecified)
38	O=C(CN1CCN(Cc2ccccc2F)C1=O)NCc1cccnc1
39	CCOC(=O)N1CCc2c(sc3c2c(=O)n(Cc2ccccc2)c(=O)n3Cc2ccc(C)cc2)C1
40	O=C1CCCN1CCCNc1ncnc2c1[nH]c1ccc(Cl)cc12
Compound,33,34,35,36,37,38,39,40
Imprint erasure,-9.3%,-34.9%[inhibitor],-8.0%,16.1%[10.9 µM],-5.4%[10.9 µM],-1.9%,-14.1%[10.9 µM],-19.4%
p53ts 39C tox,-18.6%,?,-3.1%,9.1%,17.6%,7.7%,-17.4%,-2.2%
p53ts 32C kill,-21.8%,6.5%,-0.8%,4.0%,15.4%,9.0%,5.7%,-2.5%
IkB signaling,2.7%,?,-0.2%,-1.1%,?,2.6%,?,-0.8%

41	CCOC(=O)CCc1c(C)nc2cc(-c3ccc(F)cc3)[nH]n2c1=O
42	COc1ccccc1CNC(=O)CSc1nc(=O)[nH]c2c1CCC2
43	O=C(C1CC1)N1CCN(c2nc3ccc(F)cc3s2)CC1
44	CO/N=C(\C(=O)N[C@@H]1C(=O)N2C(C(=O)O)=C(COC(C)=O)CS[C@@H]12)c1csc(N)n1
45	CC(=O)c1cccc(NC(=O)CCc2c(C)nc3c(-c4ccc(F)cc4)c(C)nn3c2C)c1
46	O=C1C2C3C=CC(C3)C2C(=O)N1CNc1ccc(O)cc1 (stereo unspecified)
47	O=C(Oc1ccc2c(c1)OCO2)c1cccs1
48	CN(C)c1ccc(-n2c(CCC(=O)O)ccc2-c2ccccc2)cc1
Compound,41,42,43,44,45,46,47,48
Imprint erasure,-34.1%[inhibitor],-13.0%[10.9 µM],-4.8%[10.9 µM],-1.0%[16.8 µM],-9.4%[10.9 µM],?,-2.0%,-3.5%[10.9 µM]
p53ts 39C tox,-10.9%,14.3%,?,8.7%[20.6 µM],-7.6%,0.4%,-9.6%,-10.1%
p53ts 32C kill,0.6%,-8.4%,-2.3%,1.4%[20.6 µM],-4.1%,-1.8%,-2.1%,5.4%
IkB signaling,-4.0%,?,1.8%,1.6%[25.6 µM],-0.4%,?,0.0%,?

49	COc1ccc(OCCSc2ncccn2)cc1
50	CCOC(=O)c1ccccc1NC(=O)CSc1nnnn1C
51	CC(=O)c1n[nH]nc1Nc1nc(C)cc(C)n1
52	CCc1cc[n+](/C(C(=S)Nc2cccc(C)c2)=C(/[O-])c2ccc(C)c([N+](=O)[O-])c2)cc1
53	O=C1C2Cc3c([nH]c4ccccc34)C(c3ccccc3)N2C(=O)C2Cc3c([nH]c4ccccc34)C(c3ccccc3)N12 (stereo unspecified)
54	COc1ccc(N(Cc2cc3cc(OC)ccc3[nH]c2=O)C(=O)c2cccc(Cl)c2)cc1
55	Cc1ccccc1OCC(=O)Nc1cccc(N(C)S(C)(=O)=O)c1
56	CCOC(=O)Cc1csc(NC(=O)CSc2nnnn2-c2ccc(F)cc2)n1
Compound,49,50,51,52,53,54,55,56
Imprint erasure,-51.5%[inhibitor],.,-7.0%,.,.,-5.5%[10.9 µM],25.3%,-2.1%
p53ts 39C tox,?,-3.3%,12.7%,28.8%,-0.1%[9.22 µM],-19.4%,-21.5%,8.6%
p53ts 32C kill,?,-9.2%,5.8%,22.3%,2.4%[9.22 µM],1.6%,-18.4%,-2.4%
IkB signaling,1.0%,.,0.5%,.,.,-1.6%,11.2%,3.3%

57	Cc1cc(C)n2nc(SCC(=O)Nc3ccc(O)cc3)nc2n1
58	Cc1ccccc1Cn1ccc(NC(=O)c2onc(C)c2Cl)n1
59	CCOC(=O)c1ccc(NC(=O)CSc2cn(CC(=O)N3CCCC3)c3ccccc23)cc1
60	Cc1ccc(/C=C(\C#N)c2nc3ccccc3c(=O)[nH]2)cc1
61	O=C(Oc1cncc(Cl)c1)c1ccco1
62	CCC(C)Sc1nnc(Cc2cc(=O)[nH]c(=O)[nH]2)n1-c1ccc(OC)cc1 (stereo unspecified)
63	COc1ccc(C(=O)N(Cc2ccco2)Cc2cc3cc(C)ccc3[nH]c2=O)cc1OC
64	CCn1cc(C(=O)N2CCN(c3ccccn3)CC2)c2cc(OC)c(OC)cc2c1=O
Compound,57,58,59,60,61,62,63,64
Imprint erasure,3.8%[10.9 µM],-18.7%,-17.2%[10.9 µM],-3.4%[10.9 µM],.,7.5%,4.8%,-9.8%
p53ts 39C tox,17.8%,-20.0%,3.0%,0.7%,3.0%,-9.9%,0.0%,3.1%
p53ts 32C kill,-2.2%,-15.8%,2.9%,-6.6%,-9.3%,20.4%,2.0%,-1.5%
IkB signaling,0.4%,1.6%,?,-2.5%,.,-0.3%,7.2%,4.2%

65	O=C(O)CS(=O)(=O)CC(=O)O
66	O=C(c1cnccn1)N1CCC2(CCCN(c3ccccc3)C2)CC1
67	O=C(NCC1CCN(Cc2ccc(F)cc2)CC1)c1cc2ccc3cccnc3c2[nH]1
68	CC/C(CC(C)(C)c1ccccc1)=N\O
69	CC(=O)c1cc2c(cc1NC(=O)c1cnn(-c3ccc(C)cc3)c1-n1cccc1)OCO2
70	O=C(/C=C/c1cn(CC(O)CN2CCCCCC2)c2ccccc12)c1ccccc1 (stereo unspecified)
Compound,65,66,67,68,69,70
Imprint erasure,.,.,3.6%[10.9 µM],-2.5%,-1.3%[10.9 µM],-10.7%[10.9 µM]
p53ts 39C tox,7.5%,10.3%,-23.4%,19.6%,22.5%,?
p53ts 32C kill,-5.0%,-0.7%,-9.2%,18.7%,-0.7%,-12.8%
IkB signaling,0.9%,2.0%[11.4 µM],?,2.6%,-0.3%,?

Hits appear at their usual frequency; overall some 1.7% were active at least once.
